Screening data (PubChem BioAssay)
Dengue virus CPE – antivirals protecting cells from dengue CPE – CPE readout, HTS (AID 540333) | CPE inhibition, % at 20 µM | 10,000 compounds, 3.1% hits | Dengue virus CPE inhibition in host cells; stronger effect = higher value; in the data active = CPE inhibition mostly above about 9.1%, no sharp cut-off; inactive = mostly below about 7.2%
Numbers without * were called inactive; i = inactive. This is a subset; the hit share may differ from the screen's.

SMILES | Dengue virus CPE
C[n+]1ccc(C(=O)N/N=C/c2ccco2)cc1 | i
Nn1c(Cc2cccc3ccccc23)nnc1SCc1c(Cl)cccc1Cl | 2.0
Cc1cc(C(=O)Cn2nc(C(=O)O)c3ccccc3c2=O)c(C)n1-c1ccccc1 | 1.2
Cc1[nH]c2ccc(-c3n[nH]c(=S)n3Cc3ccccc3)cc2c1C | 8.6
CCCCN1C(=O)Nc2ccccc2S1(=O)=O | 0.2
N#C/C(=C/c1ccc(N2CCOCC2)o1)C(=O)N1CCOCC1 | i
Cc1scc(C(=O)O)c1-c1c(C(=O)O)csc1C | 0.8
CCOC(=O)c1c(NC(=O)COC(=O)c2ccccn2)sc2c1CCC2 | i
CCCN(Cc1ccccc1)C(=S)Nc1ccc(OC(F)F)cc1 | 0.5
CCOC(=O)CSc1nnc(C)c(C)n1 | i
CCOC(=O)c1c(NC(=O)C(C)N2CCN(S(=O)(=O)c3cccs3)CC2)sc2c1CCC(C)C2 (configuration not stated) | i
C#CC[N+](C)(C)CCCCCCCCCCCC | i
O=C1CCC(C(=O)OCC(=O)c2c[nH]c3ccccc23)=NN1 | 0.0
CC(C)C(=O)NCCc1c[nH]c2ccccc12 | 0.5
O=[N+]([O-])c1cc(C(F)(F)F)cc([N+](=O)[O-])c1N1CCN(S(=O)(=O)c2ccccc2)CC1 | 0.8
CN(CC(=O)Nc1ccc(F)cc1)c1ccc(S(=O)(=O)N2CCCCC2)cc1[N+](=O)[O-] | 2.8
CC(C)Oc1ccc(/C=N/NC(N)=S)cc1 | 0.1
COc1ccc([N+](=O)[O-])cc1NC(=O)CSc1nccc(C)n1 | 0.8
COc1ccc(CCNc2cc(C)nc3c(-c4ccc(Cl)cc4)c(C)nn23)cc1OC | 1.1
Cc1cccc(C(=O)NC(=S)NNC(=O)COc2c(C)cccc2C)c1 | 7.3
Cc1ccc(NC(=O)COC(=O)/C=C/c2cccs2)c(C)c1 | i
COC(=O)c1sc(NC(=O)/C=C/c2ccc(C)cc2)nc1C | 0.4
N#CC1(C#N)CC(C=O)=C(N)C1(C#N)CC(=O)C12CC3CC(CC(C3)C1)C2 (configuration not stated) | i
O=C(Cn1cc(C(F)(F)F)ccc1=O)Nc1cc(S(=O)(=O)N2CCOCC2)ccc1Cl | i
O=C(COC(=O)/C=C/c1ccc(OC(F)F)cc1)Nc1ccc(S(=O)(=O)N2CCCC2)cc1 | i
CCOc1ccc(C(=O)NNC2CC(=O)N(CCc3ccccc3)C2=O)cc1OC (configuration not stated) | 0.2
O=C(NN=C(c1ccccc1)c1ccccc1)C(CCl)C1CCCCC1 (configuration not stated) | i
O=C(CCl)Nc1cccc(S(=O)(=O)N2CCCCCC2)c1 | i
COC(=O)CCC(=O)NNC(=O)c1cccc(Br)c1 | i
Cc1cc2nnc(SCC(=O)Nc3cccc(S(=O)(=O)N4CCOCC4)c3)n2c2ccccc12 | 0.1

The closing two records of the section above are carried over, then new ones follow:
SMILES | Dengue virus CPE
COC(=O)CCC(=O)NNC(=O)c1cccc(Br)c1 | i
Cc1cc2nnc(SCC(=O)Nc3cccc(S(=O)(=O)N4CCOCC4)c3)n2c2ccccc12 | 0.1
CC(C)(C)NC(=O)C(c1c[nH]c2ccccc12)N(C(=O)Cn1nnc(-c2ccc(Cl)cc2)n1)c1ccccc1F (configuration not stated) | 17.2*
Cc1ccc(/C=C2/NC(=O)N(Cc3ccccc3)C2=O)o1 | 1.4
CCC(C)NS(=O)(=O)c1ccc(S(=O)(=O)N2CC=C(c3ccc(F)cc3)CC2)cc1 (configuration not stated) | 0.8
COc1ccc(/C=C/C(=O)NC(C)CCc2ccccc2)cc1 (configuration not stated) | 0.2
COC(=O)NNC(=O)CCCOc1ccc(Cl)cc1Cl | i
O=C(Nc1ncccn1)c1cc(-c2cccc(Br)c2)nc2ccccc12 | 0.1
CCOC(=O)Nc1nc(-c2ccc(Cl)cc2Cl)cs1 | i
CC1(C)CC(=O)C(N=Nc2ccc(S(=O)(=O)N3CCCCCC3)cc2)=C(O)C1 | i
CCCN(CCC)S(=O)(=O)c1ccc(C(=O)Nc2cc3oc4ccccc4c3cc2OC)cc1 | 1.1
O=C1NC(=S)/C(=C\c2ccc(-c3ccccc3Cl)o2)S1 | 3.1

Given as labelled records: part of the list above.
CC1(C)CC(=O)C(N=Nc2ccc(S(=O)(=O)N3CCCCCC3)cc2)=C(O)C1
  Dengue virus CPE: i
CCCN(CCC)S(=O)(=O)c1ccc(C(=O)Nc2cc3oc4ccccc4c3cc2OC)cc1
  Dengue virus CPE: 1.1
O=C1NC(=S)/C(=C\c2ccc(-c3ccccc3Cl)o2)S1
  Dengue virus CPE: 3.1

Following part.
SMILES | Dengue virus CPE
COc1cc(OC)cc(C(=O)Nc2nnc(NC(=S)Nc3ccccc3)s2)c1 | 4.3
CCCCOc1ccc(C(C)NC(=O)CCS(=O)(=O)Cc2ccc(C)cc2)cc1 (configuration not stated) | 0.3
Cc1cccc(NC(=S)NCC(c2cccnc2)N2CCOCC2)c1C (configuration not stated) | i
COc1cc(/C=C2/C(=O)NN(c3cccc(C)c3)C2=O)ccc1OC(=O)c1ccco1 | 8.7
Cc1cc(-c2n[nH]c(=S)n2/N=C/c2ccc(Br)s2)n[nH]1 | 0.7
Cn1c(C=O)c(-c2ccc3cc[nH]c3c2)c2ccccc21 | 1.6
O=C(CCN1C(=O)/C(=C/c2ccc3c(c2)OCO3)SC1=S)Nc1ccccc1 | 6.6
O=C(CSc1ccccn1)Nc1nc2c(ccc3ccccc32)s1 | 2.0
CCN(CC)c1ccc(-n2c(O)c(C=C3N=c4ccccc4=N3)sc2=S)cc1 | 0.1
CCOC(=O)/C=C(/C)N1N=C(c2ccc(OC)cc2)CC1c1cccc([N+](=O)[O-])c1 (configuration not stated) | 0.9
Oc1ccc2n[nH]nc2c1 | 1.2
CCCc1cc(C(=O)NNC(=S)NCC)c2ccccc2n1 | 0.6
COc1ccc(C(CC(=O)c2ccccc2)S(=O)(=O)c2ccccc2)cc1 (configuration not stated) | 5.4
Cc1ccc(-n2c(C)cc(C(=O)COC(=O)c3ccc[nH]c3=O)c2C)cc1 | 0.4
COc1cccc(NC(=S)NC2CC(C)(C)NC(C)(C)C2)c1 | i
Cc1cc(O)ccc1NC(=O)CCN1C(=O)c2ccc([N+](=O)[O-])cc2C1=O | 0.9
CC(c1ccccc1)N1C(=O)C2C3CCC(C3)C2C1=O (configuration not stated) | 0.1
CCC(C)NC(=O)COC(=O)c1ccccc1OCC(=O)Nc1ccc(Br)cc1 (configuration not stated) | 2.5
COc1ccc(CN(CCC(c2ccccc2)c2ccc(OC(C)C)cc2)C(=O)CCl)cc1OC (configuration not stated) | i
Cc1cc(C)c(S(=O)(=O)Nc2ccc(O)c(Sc3ncn[nH]3)c2)c(C)c1 | 1.8

The list goes on; it opens with the 7 that closed the last part.
SMILES | Dengue virus CPE
Cc1ccc(-n2c(C)cc(C(=O)COC(=O)c3ccc[nH]c3=O)c2C)cc1 | 0.4
COc1cccc(NC(=S)NC2CC(C)(C)NC(C)(C)C2)c1 | i
Cc1cc(O)ccc1NC(=O)CCN1C(=O)c2ccc([N+](=O)[O-])cc2C1=O | 0.9
CC(c1ccccc1)N1C(=O)C2C3CCC(C3)C2C1=O (configuration not stated) | 0.1
CCC(C)NC(=O)COC(=O)c1ccccc1OCC(=O)Nc1ccc(Br)cc1 (configuration not stated) | 2.5
COc1ccc(CN(CCC(c2ccccc2)c2ccc(OC(C)C)cc2)C(=O)CCl)cc1OC (configuration not stated) | i
Cc1cc(C)c(S(=O)(=O)Nc2ccc(O)c(Sc3ncn[nH]3)c2)c(C)c1 | 1.8
COc1ccc2c(c1)[C@H]1[C@H](CO2)[C@H](c2ccccc2)[C@]2(C)C(=O)Nc3cc(OC)c(OC)cc3C(=O)N12 | 2.0
COc1cccc(C=Nc2cc(C)cc(C)c2)c1O | 0.3
CSc1ccc(C2=CC(=O)C[C@H](c3ccc4c(c3)OCO4)C2)cc1 | 3.6
Cc1ccccc1NC(=S)NCc1cccn1C | 0.1
COc1ccc(OC)c(NC(=O)COC(=O)Cc2ccc(-c3ccccc3)cc2)c1 | i
Cc1cc(=O)oc2cc(OCC(=O)OCC(=O)Nc3ccc4ccccc4c3)ccc12 | 2.6
O=C1[C@@H]2[C@@H]3C[C@@H]([C@H]4ON=C(c5ccc(Cl)cc5)[C@@H]34)[C@@H]2C(=O)N1C1CCCCC1 | 10.9
O=C(O/N=C(\c1ccccc1)c1ccccn1)c1cccc2ccccc12 | 0.2
COc1nc(OC)nc(Oc2ccc(Cl)cc2[N+](=O)[O-])n1 | i
C=CCn1c(SCC(=O)NC2CCCc3ccccc32)nnc1-c1ccncc1 (configuration not stated) | i
O=C(c1ccc2c(c1)OCO2)N1CCN(c2ccccn2)CC1 | i
CCc1cccc(CC)c1NC(=O)COC(=O)CC1c2ccccc2CCN1S(=O)(=O)c1ccccc1 (configuration not stated) | 7.6
COc1ccc(OCC(=O)Nc2cccc(C(=O)Nc3ccccc3C(=O)O)c2)cc1 | 0.4
O=C(CSc1nnc(SCc2cccc3ccccc23)s1)N/N=C/c1c[nH]c2ccccc12 | 23.8*
Cc1ccc(C)c(Nc2ccc(C(=O)NCCc3ccccc3)cn2)c1 | 0.2
Cc1cccc(C)c1Nc1nnc(SCC(=O)NCc2cccs2)s1 | i
CC(NC(=O)CCSCCC(=O)NC(C)c1ccccc1)c1ccccc1 (configuration not stated) | 0.5
CC(=O)c1nc(N2C(=O)CC(Cc3ccc(C)cc3)C2=O)sc1C (configuration not stated) | i
CC1Nc2ccccc2C(=O)N1NS(=O)(=O)c1ccccc1 (configuration not stated) | 0.5
CN(C(=O)c1cc(-n2cnnc2)ccc1Cl)c1ccccc1 | 1.2
Cc1ccc(/C=C2\SC(=S)N(CCC(=O)NNS(=O)(=O)c3ccc(C)cc3)C2=O)cc1 | 0.2
COc1ccc(NC(=O)CN(C)C2CCCCC2)c([N+](=O)[O-])c1 | 0.2
CCCCN(CC)C(=O)c1ccc(-c2ccccc2)cc1 | 0.6
COc1ccc(NC(=O)COC(=O)CC23CC4CC(CC(C4)C2)C3)c([N+](=O)[O-])c1 | 5.0
COC(=O)[C@]1(C)N[C@H](c2ccc(-c3ccc(F)cc3)cc2)[C@@H]2C(=O)N(C)C(=O)[C@@H]21 | 1.0
NC(=NCCc1ccccc1)NS(=O)(=O)c1ccc(F)cc1 | 0.2
CC(c1ccc(C(C)(C)C)cc1)S(=O)CC(O)CO (configuration not stated) | 2.0
COC(=O)CN1C(c2cccc(Cl)c2)=Nc2ccc(Cl)cc2C1c1ccccc1 (configuration not stated) | 14.1*
C1CCN(CCCNC2C3CC4CC(C3)CC2C4)C1 (configuration not stated) | i
CCN(CC)S(=O)(=O)c1cccc(NC(=O)CCSc2ccc(Cl)cc2)c1 | 11.0*
CC1(C(=O)NCCc2c[nH]c3ccccc23)C=CCN1C(=O)c1ccccc1 (configuration not stated) | 1.2
COc1cc(/C=N/NC(=O)CN2CCCCC2)ccc1OCc1ccccc1 | 0.1
Cc1ccc(OCc2nnc(SCC(=O)N3c4ccccc4Sc4ccc(Cl)cc43)o2)cc1 | 1.7
Cc1ccc(Cl)cc1NC(=O)Cn1cc(C(F)(F)F)cc(Cl)c1=O | 0.9
CCn1c(C)nc2cc(C(=O)NNC(=S)Nc3ccc(Cl)cc3Cl)ccc21 | i
CCOC(=O)C(Cc1ccccc1)C(=O)Nc1ccc(N(CC)CC)cc1 (configuration not stated) | 0.9
Clc1cccc(C[n+]2cc(-c3ccccc3)n3c2CCC3)c1 | 8.9
CCOC(=O)c1sc(Nc2nc3cc4c(cc3s2)OCO4)cc1C | 1.9
O=C(c1ccccc1F)N(NC(=O)C(O)(c1ccccc1)c1ccccc1)c1ccccc1 | 5.0
CC1CC(C)(C)NC(=S)N1CC(=O)NCc1ccc(Cl)cc1 (configuration not stated) | 0.6
CC(=O)c1ccc(NC(=O)/C=C/c2ccc(C)cc2)cc1 | 4.7
Cc1ccccc1OCc1nc2ccccc2c(=O)n1/N=C/c1cccc([N+](=O)[O-])c1 | 2.2
CN(C)C(CNC(=O)c1cccc(OC(F)F)c1)c1ccco1 (configuration not stated) | 1.6
CCOC(=O)c1ccc[n+](CC(=O)c2ccccc2)c1 | 0.5
CC(=O)Oc1ccc2c(c1)Oc1cc(OC(C)=O)ccc1C21OC(=O)c2ccccc21 | i
CCN(CC)S(=O)(=O)c1ccc(C)c(NC(=O)CSc2nc3ccc(C)cc3[nH]2)c1 | 2.5
Cc1cc(C)nc(NC(=NCCc2c[nH]c3ccccc23)NC(=O)Nc2ccc(Cl)c(Cl)c2)n1 | 7.5
Cc1ccccc1NC(=O)C1Cc2ccccc2CN1C(=O)OCc1ccccc1 (configuration not stated) | i
O=C(CC1CS(=O)(=O)CC1CC(=O)Oc1ccccc1F)Oc1ccccc1F (configuration not stated) | 1.0
CCOC(=O)c1cc(-c2ccccc2C)nn1Cc1cc(C)no1 | 0.4
Next section:
SMILES | Dengue virus CPE
Cc1ccc(NC(N)=S)cc1C | i
CSCC[C@H](NC(=O)OC(C)(C)C)C(=O)N/N=C/c1cc2ccc(C)cc2nc1Cl | 11.6
COc1ccccc1CNC(=O)C(Cc1c[nH]c2ccccc12)NC(=O)OCc1ccccc1 (configuration not stated) | 6.3
Cc1cc2occ(CC(=O)OCC(=O)Nc3sc4c(c3C#N)CCC(C)C4)c2cc1C (configuration not stated) | 2.9
Cc1cccc(CC(=O)N2CCN=C2SCc2ccc([N+](=O)[O-])cc2)c1 | i
CN(c1cccc(NC(=O)CN(c2ccc(Cl)c(Cl)c2)S(=O)(=O)c2ccccc2)c1)S(C)(=O)=O | 5.9
O=C(NC(=S)NNS(=O)(=O)c1ccccc1)c1ccccc1[N+](=O)[O-] | 0.3
COc1ccc2oc(=O)c(-c3ccccc3C(=O)N3CCOCC3)cc2c1 | 0.2
COc1ccc(NC(=O)[C@@H]2CC=C[C@@H]3CCN(C4CCCCC4)C(=O)[C@@H]32)cc1 | 0.2
CCN=C(NC#N)SCc1c(F)cccc1Cl | i
COc1ccc(-c2csc(NC(=O)c3cc(-c4cccs4)nc4ccccc34)n2)c(OC)c1 | 0.7
COc1cccc(CN(C(=O)Cc2c[nH]c3ccccc23)C(C(=O)NC2CCCCC2)c2ccc(C)o2)c1 (configuration not stated) | 3.1
